# Source: PubChem
# UBC13 inh: inhibitors of human UBC13 polyubiquitin chain formation; P61088; TR-FRET; inhibition, % at 20 µM; 330,000 compounds, 0.47% hits; in the data active = inhibition above about 45%, passing the limit was not always enough
# Target sequence (P61088 whole entry, looked up): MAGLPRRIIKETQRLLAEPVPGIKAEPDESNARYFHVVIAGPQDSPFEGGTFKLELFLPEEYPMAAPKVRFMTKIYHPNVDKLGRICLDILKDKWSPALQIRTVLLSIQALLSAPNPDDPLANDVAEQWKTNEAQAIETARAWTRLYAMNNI
# 697 NFkB inh: lowers PMA/ionomycin-induced NF-kB signal in 697 B cells; 330,000 compounds, 0.33% hits; 697 B-cell NF-kB luciferase reporter, 16 h; inhibition, % at 4 µM; AID 435022; in the data active = inhibition above about 35%
# CCR6 antagonist: CCR6 (human) receptor antagonism; P51684; CHO-K1 CCR6 PathHunter beta-arrestin, luminescence, CCL20-stimulated; inhibition, % at 20 µM; 340,000 compounds, 0.49% hits;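 active = compounds whose inhibition of the agonist-driven luminescence signal at 20 µM reaches about 50%, limit read from the data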;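 also: cells stimulated with CCL20 at 14 nM final; plate controls were DMSO with CCL20 for no effect and DMSO without agonist for full effect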
# Target sequence (P51684 whole entry, looked up): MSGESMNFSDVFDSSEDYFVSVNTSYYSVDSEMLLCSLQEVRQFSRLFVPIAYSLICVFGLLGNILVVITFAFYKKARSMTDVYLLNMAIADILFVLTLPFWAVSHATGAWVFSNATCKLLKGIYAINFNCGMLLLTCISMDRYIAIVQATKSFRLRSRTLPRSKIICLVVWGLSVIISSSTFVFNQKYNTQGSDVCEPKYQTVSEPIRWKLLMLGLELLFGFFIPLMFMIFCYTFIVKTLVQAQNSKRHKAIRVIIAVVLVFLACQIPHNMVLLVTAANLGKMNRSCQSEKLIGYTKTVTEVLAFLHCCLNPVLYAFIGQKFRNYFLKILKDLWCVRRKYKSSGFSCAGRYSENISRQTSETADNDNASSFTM
# Apaf1 inhib: inhibitors of human Apaf-1 apoptosome; AID 489030; inhibition, % at 20 µM; 330,000 compounds, 0.71% hits; reconstituted apoptosome caspase-3 activity, DEVD-Rh110 fluorescence; active = inhibition of at least 40% at 20 µM;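 also: plate controls were DMSO wells for no effect and DEVD-CHO caspase inhibitor wells for full effect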
#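 Assay system: Apoptosome proteins | Medium: pH 7.5 Hepes buffer with CHAPS, BSA, DTT | Also added: Cytochrome c and DEVD-Rh110 substrate | Times: 30 min plus 50 min, RT | Detection: Rhodamine 110 fluorescence at Ex 480/Em 540 nm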
# Gli-Sufu antag: Gli-Sufu pathway antagonism; AID 588413; Sufu-KO-LIGHT fibroblasts, Gli luciferase reporter luminescence; 340,000 compounds, 0.74% hits; inhibition, % at 5 µM;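 active = inhibition above about 55%, limit read from the data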;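 also: 0% = DMSO-treated cells and 100% = wells with medium but no cells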
# SENP8 block: blocks the human protease SENP8 | AID 2540 | 330,000 compounds, 1.2% hits | Q96LD8 | purified SENP8, Z-RLRGG-aminoluciferin cleavage, luminescence | inhibition, % at 10 µM
# Target sequence (Q96LD8 whole entry, looked up): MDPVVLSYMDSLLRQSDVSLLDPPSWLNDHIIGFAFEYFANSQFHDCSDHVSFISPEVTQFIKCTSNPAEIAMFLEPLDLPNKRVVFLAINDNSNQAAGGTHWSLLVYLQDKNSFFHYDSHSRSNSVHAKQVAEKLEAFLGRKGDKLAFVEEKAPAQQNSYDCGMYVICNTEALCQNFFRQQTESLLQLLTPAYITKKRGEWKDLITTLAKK
# Jurkat NFkB inh: lowers PMA/ionomycin-induced NF-kB signal in Jurkat cells; AID 435003; inhibition, % at 4 µM; PMA/ionomycin-induced NF-kB luciferase reporter, luminescence; 330,000 compounds, 0.53% hits
# EBI2 antag: antagonists of human EBI2 receptor; P32249; EBI2 beta-arrestin recruitment, luminescence, 7a,25-OHC stimulated; inhibition, % at 5 µM; 360,000 compounds, 0.81% hits; AID 651636; in the data active = inhibition above about 38%;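 also: enzyme fragment complementation signal reports receptor beta-arrestin coupling in cells; 0% = agonist plus DMSO wells and 100% = wells without agonist; some results beyond the cut were filed as inactive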
# Target sequence (P32249 whole entry, looked up, the tested form may be a part): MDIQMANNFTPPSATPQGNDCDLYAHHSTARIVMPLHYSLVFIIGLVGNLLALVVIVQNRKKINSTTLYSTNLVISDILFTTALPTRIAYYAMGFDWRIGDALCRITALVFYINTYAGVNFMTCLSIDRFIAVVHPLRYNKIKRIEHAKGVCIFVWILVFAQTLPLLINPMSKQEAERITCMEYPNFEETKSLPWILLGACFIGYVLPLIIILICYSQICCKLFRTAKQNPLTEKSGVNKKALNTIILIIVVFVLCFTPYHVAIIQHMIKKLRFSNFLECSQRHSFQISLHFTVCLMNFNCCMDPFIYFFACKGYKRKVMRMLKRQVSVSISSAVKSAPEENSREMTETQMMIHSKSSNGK
# * marks the source's active call; other numbers are inactive results; / = not tested or not shown. Rule as the data show it, unless noted: active = inhibition above about 50%; inactive = the rest.
SMILES,UBC13 inh,697 NFkB inh,CCR6 antagonist,Apaf1 inhib,Gli-Sufu antag,SENP8 block,Jurkat NFkB inh,EBI2 antag
CCOc1ccccc1CN1CCNC(=O)C1CC(=O)N(C)Cc1cnccn1 (centres undefined),-7,20,-11,-7,-6,-6,3,0
COc1ccc2nc(C)cc(SCC(=O)N/N=C/c3ccco3)c2c1,12,-6,2,2,/,-2,-16,-3
CN(C)S(=O)(=O)c1ccc(NC(=O)c2ccc(Br)o2)cc1,10,9,-14,-14,-6,-4,0,-5
N#CCCN1CCN(S(=O)(=O)c2ccc(S(=O)(=O)NCC3CCCO3)cc2)CC1 (centres undefined),-6,-3,4,-2,-7,-8,-4,-1
CC(C)(C)NC(=O)C(c1ccc(O)cc1)N(Cc1ccco1)C(=O)Cn1nnc(-c2cccs2)n1 (centres undefined),1,21,5,-15,4,-6,17,-6
COc1ccccc1-c1cc(C(=O)Nc2sc3c(c2C#N)CCC(C)C3)c2ccccc2n1 (centres undefined),-22,3,24,6,1,-4,-12,6
O=C(CC1C(=O)NCCN1C(=O)c1ccc(F)cc1)OCc1ccccc1 (centres undefined),-1,-17,25,-3,-2,-9,-8,-9
O=C(COC(=O)c1ccc([N+](=O)[O-])o1)Nc1ccc(N2CCOCC2)cc1,-11,15,-5,11,-10,1,15,-12
COC(=O)c1sc(NC(=O)c2cc(C)on2)nc1C,-4,7,6,0,-30,-6,-4,5
OCC[C@H]1C[C@H](O)[C@@H](O)[C@]2(CCCO2)O1,-7,10,-8,3,-12,-15,8,-15
CCc1ccc(OCCOC(=O)Nc2ccccc2)cc1,5,1,5,4,47,11,4,-4
CCOc1ccc(NS(=O)(=O)c2ccc(C(=O)N3CC(C)OC(C)C3)cc2)cc1 (centres undefined),-7,-7,8,10,-4,-15,-6,10
O=C1C2C3C=CC(C3)C2C(=O)N1c1ccc2c(c1)OCO2 (centres undefined),-3,9,7,-9,1,-10,15,-6
S=c1[nH]nc(-c2ccccc2)c2ccccc12,8,20,-3,5,1,-5,7,-3
CCOC(=O)CSc1nc2ccccc2c(=O)[nH]1,-5,15,4,-1,3,-5,-7,-12
CCCn1c(SCC(=O)Nc2cccnc2Cl)n[nH]c1=O,-6,9,-3,-1,-3,-8,-5,0
CCOC(=O)CSc1nn(-c2ccccc2)c(=S)s1,5,13,2,7,-7,-2,0,-2
COc1ccccc1CCc1nnc(CCC(=O)NCC[C@@H]2C[C@@H]3C=C[C@H]2C3)o1,2,13,-16,8,26,-2,9,4
COc1cccc(CN(C)C(=O)c2ccc(C)c(S(=O)(=O)N3CCCCC3)c2)c1,25,-4,4,40*,0,5,-5,3
CC[C@H](C)[C@H](NC(N)=O)C(=O)Nc1ccccc1F,11,2,5,1,1,5,5,0
CCOC(=O)c1sc(=NC(=O)c2cccc(Br)c2)n(C)c1C,34,-84,-12,-2,-20,-3,-111,0
COc1ccccc1NC(C)=O,-5,-13,6,9,10,-8,-13,1
COC(=O)N[C@H](c1ccccc1)[C@@]1(C)C[C@@H]1[C@@H](C)C(=O)Nc1ccc2ccccc2c1,3,0,-1,0,8,4,3,-4
CC(C)OC(=O)CSc1nnc(CNc2ccc(Cl)cc2)n1Cc1ccccc1,6,-23,12,31,5,-5,7,12
Cn1c(/C(C#N)=C2/CCCCCN2)nc2ccccc21,11,5,11,4,1,4,-11,-7

# (next part)
SMILES,UBC13 inh,697 NFkB inh,CCR6 antagonist,Apaf1 inhib,Gli-Sufu antag,SENP8 block,Jurkat NFkB inh,EBI2 antag
O=C(NCc1ccc(F)cc1)C1CCCN(S(=O)(=O)c2cccnc2)C1 (centres undefined),-1,-12,-2,5,4,-1,-8,-2
Cc1cccc(C(=O)NNC(=O)/C=C/C(=O)O)c1,1,19,16,-1,-15,-3,-2,-23
CN(CCc1cnn(C)c1)C(=O)C1CCC(=O)N(CC2CCCCC2)C1 (centres undefined),0,13,4,-4,10,-2,18,0
CC1=CC(=C(C#N)c2nc3ccccc3s2)C=C(C)N1Cc1ccco1,-8,1,26,4,-7,16,-14,25
COc1ccc(NS(=O)(=O)c2cc(NC(=O)/C=C/c3cccs3)ccc2N2CCOCC2)cc1,-7,7,31,4,17,-1,10,10
Cc1ccc(CNC(=O)c2ccc(Cl)c(S(=O)(=O)N3CCCCC3)c2)cc1,10,17,16,9,1,-1,-7,6
COc1ccc(C(=O)NC(CCSC)C(=O)NCc2nnc3ccccn23)cc1 (centres undefined),-4,22,5,4,7,-1,-3,-5
CC1CCCC(C)N1CCCNC(=O)Cn1cc2c(n1)CCCC2 (centres undefined),6,11,-4,18,-16,4,-2,-6
c1ccc(Cc2ccc(OCCCNC3CCCC3)cc2)cc1,25,-17,/,8,/,2,27,/
CCc1ccc(-c2cc(C(=O)NCc3ccccn3)c3ccccc3n2)cc1,21,-12,13,11,-31,-7,-34,9
COc1cc(C)ccc1OCCOCCOc1ccc(C)cc1[N+](=O)[O-],3,-7,0,4,5,0,-8,-1
COc1nn(C(C)C(=O)N2N=C(C(F)F)CC2(O)C(F)F)cc1[N+](=O)[O-] (centres undefined),7,7,10,4,-3,2,-3,-2
Cc1ccc(S(=O)(=O)NC(=O)COc2ccccc2C(N)=O)cc1,-19,9,11,-4,0,0,-10,-6
O=C(CCCN1C(=O)/C(=C/c2ccccc2)SC1=S)Nc1ccccc1O,-11,-12,7,4,24,6,-13,-6
N#Cc1nc(COc2ccccc2F)oc1N1CCCCCC1,9,-8,14,5,-4,0,-15,7
COc1cc2c(cc1NC(=O)C(C)OC(=O)C1CC(=O)N(Cc3ccco3)C1)oc1ccccc12 (centres undefined),8,-53,1,24,21,-20,-64,12
Cc1cnc(C(=O)OCC(=O)c2ccc(C)s2)cn1,1,6,-1,-10,-6,3,-1,1
CC(OC(=O)C1CCCO1)C(=O)NC1CCCC1 (centres undefined),5,14,-12,-22,2,11,2,-13
CCCc1ccc(S(=O)(=O)N2CCN(C(C)C(=O)NCc3ccccc3)CC2)cc1 (centres undefined),1,-19,13,17,2,8,6,5
CC1CCN(C(=O)CCN2C(=O)/C(=C/c3cccs3)SC2=S)CC1,-8,12,7,7,11,6,7,-16
CCCc1cc(C(=O)Nc2ccc(C#N)cc2)no1,10,-4,16,4,-3,-8,-10,1
CCCc1ccc2oc(C(=O)N3CCC(N4CCCC(O)C4)CC3)c(C)c2c1 (centres undefined),5,-3,6,-4,10,-7,-22,-2
O=C(Nc1cccc([N+](=O)[O-])c1)C1CC(=O)N(Cc2ccccc2)C1 (centres undefined),-6,-3,20,10,2,-5,-4,-5
COc1cccc(NC(=O)Cn2c(CCC(=O)O)ccc2-c2ccc(Cl)cc2)c1,-6,12,7,8,-4,-3,16,-4
O=C(CN1C(=O)C2CCCN2C(=O)c2ccccc21)Nc1ccccc1-n1cccc1 (centres undefined),-3,-7,/,-2,/,2,1,/

# Taken from above.
# In UBC13 inh, COc1ccc(NS(=O)(=O)c2cc(NC(=O)/C=C/c3cccs3)ccc2N2CCOCC2)cc1 has the entry -7
# In Jurkat NFkB inh, COc1cc(C)ccc1OCCOCCOc1ccc(C)cc1[N+](=O)[O-] has the entry -8
# In SENP8 block, O=C(CCCN1C(=O)/C(=C/c2ccccc2)SC1=S)Nc1ccccc1O has the entry 6
# In Gli-Sufu antag, CCCc1ccc(S(=O)(=O)N2CCN(C(C)C(=O)NCc3ccccc3)CC2)cc1 (centres undefined) has the entry 2
# In Gli-Sufu antag, CC1CCN(C(=O)CCN2C(=O)/C(=C/c3cccs3)SC2=S)CC1 has the entry 11
# In 697 NFkB inh, c1ccc(Cc2ccc(OCCCNC3CCCC3)cc2)cc1 has the entry -17

# Entries shown so far that have a COOH group (2):
SMILES,UBC13 inh,697 NFkB inh,CCR6 antagonist,Apaf1 inhib,Gli-Sufu antag,SENP8 block,Jurkat NFkB inh,EBI2 antag
Cc1cccc(C(=O)NNC(=O)/C=C/C(=O)O)c1,1,19,16,-1,-15,-3,-2,-23
COc1cccc(NC(=O)Cn2c(CCC(=O)O)ccc2-c2ccc(Cl)cc2)c1,-6,12,7,8,-4,-3,16,-4

# The results go on.
SMILES,UBC13 inh,697 NFkB inh,CCR6 antagonist,Apaf1 inhib,Gli-Sufu antag,SENP8 block,Jurkat NFkB inh,EBI2 antag
Cc1ccc(S(=O)(=O)N2CCN(C(C)CC(=O)O)CC2)cc1 (centres undefined),-7,19,5,-1,-10,3,-28,-3
CCCN(C(=O)CSCc1ccccc1C)c1c(N)n(Cc2ccccc2)c(=O)[nH]c1=O,-6,16,5,4,-2,-2,7,5
O=C(CN(C(=O)CNC(=O)c1cccs1)c1cccc(F)c1)NC1CCCC1,0,-4,6,-4,1,-9,-1,-2
O=c1c2cnn(-c3ccccc3)c2ncn1Cc1cccc(Cl)c1,-15,-9,2,-5,-2,-7,-5,4
O=[N+]([O-])c1cccc(/C=C/c2nc(C=Nc3ccccc3)c(O)o2)c1,-33,9,-3,-4,-5,-3,1,17
CCOC(=O)c1ccc(NC(=S)NC(=O)c2cncc(Br)c2)cc1,9,15,60*,1,22,-3,-1,1
COc1ccc(C)cc1N(CC(=O)Nc1cccc(N(C)S(C)(=O)=O)c1)S(C)(=O)=O,0,11,-6,-19,-1,-15,6,-1
COc1ccc(NCC(=O)Nc2cccc(C(F)(F)F)c2)cc1S(=O)(=O)N1CCOCC1,1,-8,11,5,-7,5,4,27
COc1ccc(NC(=O)Cc2c(F)cccc2Cl)c(OC)c1,-3,-10,2,-3,1,-1,-4,1
COc1ccc(Cl)cc1NC(=O)CN(C)C(=O)c1ccc(N2CCCCC2)c([N+](=O)[O-])c1,2,10,26,37,33,1,-14,4
Cc1ccc(S(=O)(=O)Nc2cc(S(=O)(=O)N3CCCCC3)ccc2N2CCOCC2)cc1,-3,18,-5,12,0,2,-19,9
NC(=O)c1ccc(NC(=O)c2ccc(COc3ccc(F)cc3)o2)cc1,11,11,10,-19,4,10,27,1
Cc1c(Br)c([N+](=O)[O-])nn1C(C)C(=O)N1CCc2ccccc2C1 (centres undefined),-1,27,12,11,4,5,5,0
Cc1ccccc1NC(=O)C(=O)NCCCN1CCCC1=O,0,-15,6,3,-15,-3,-19,-3
O=C(O)c1ccccc1-c1ccccc1C(=O)NNc1ccccc1,4,0,-19,-13,1,6,-2,6
CC(O)CNc1nc(Cl)c(C#N)s1 (centres undefined),-3,-3,-1,-3,-6,-2,-3,10
Cc1cccc(NC(=O)C2(c3cccs3)CCOCC2)n1,-6,-42,9,-13,5,3,17,-2
Cc1ccc(C(C)C)c(OCC(=O)Nc2ccc(Cl)cn2)c1,-8,-18,20,14,3,-13,-4,8
O=C(O)c1ccccc1SCc1cn2cc(Br)ccc2n1,-8,-20,17,0,-17,-20,-9,4
CCOc1ccc(NC(=O)CN(Cc2ccccc2)S(C)(=O)=O)cc1,5,14,3,1,-2,0,-4,-6
COc1ccc(NC(=O)c2ccc3c(c2)NC(=O)CS3)cc1,5,6,-8,-1,-19,-8,-20,9
OC[C@@H]1CC[C@@H](Cc2ccc(-c3ccccc3)cc2)O1,/,-152,18,11,-88,/,/,0
CCc1ccc2[nH]c(=O)c(CN(CCCN3CCOCC3)C(=O)Nc3ccccc3)cc2c1,1,-15,-7,10,7,-3,-22,-3
CCOC(=O)NN1C(=O)c2ccccc2NC1c1ccc(OC)cc1OC (centres undefined),17,9,11,-5,2,2,-11,-8
CCNS(=O)(=O)c1ccc(CCC(=O)NCCC2=CCCCC2)cc1,-2,4,5,6,-1,2,8,-3

# (continued)
SMILES,UBC13 inh,697 NFkB inh,CCR6 antagonist,Apaf1 inhib,Gli-Sufu antag,SENP8 block,Jurkat NFkB inh,EBI2 antag
CC1=CC(=Nc2c(C)n(C)n(-c3ccccc3)c2=O)C=CC1=O,-39,-5,/,43*,/,3,4,/
NC(=O)c1ccc(-n2nnnc2SCC(=O)NC2CCCCC2)cc1,7,13,10,0,11,-2,11,9
CCC/C(=N\NC(=O)Cc1csc(N2CCOCC2)n1)c1ccccc1,1,5,14,-6,0,6,-4,-4
CCn1c(CNC(=O)c2ccccc2Br)nnc1SCC(=O)Nc1nncs1,2,9,3,-1,-6,-2,4,3
Cc1cc(NC(=O)c2sc(Nc3ccc(F)cc3)nc2N)no1,6,0,6,9,-20,-5,-17,13
CCOc1cc(CNc2ccc(O)cc2)ccc1OCc1ccc(Cl)cc1Cl,-2,19,-5,94*,-17,-6,10,-23
O=C(COC(=O)/C=C/c1ccc(Cl)cc1Cl)NCCC1=CCCCC1,-6,10,-9,2,-5,-12,1,-7

# The list is partial. The share of hits here may be higher or lower than overall.
